# Assay outcomes as filed in PubChem BioAssay.
# IL-1B inflam inh: inhibitors of inflammasome signaling (IL-1 beta secretion); hit rate 4.7% among 360,000; THP-1 LPS/ATP IL-1B secretion, AlphaLISA, 16 h; active compounds read low; activity change, % at 57.5 µM; in the data active = activity change below about -50%; inconclusive = mostly about -30% to -49%; note: % is set by controls: 0 for no effect and ±100 for the full control effect
#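 Secreted IL-1B measured by AlphaLISA bead assay after 16 h compound exposure of THP-1 cells; compounds (final up to 57.5 uM) added 1 h before LPS (250 ng/mL) and ATP (1.25 mM) stimulation; lower signal means less secretion.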
# HT1080 IDH1KD tx: kills HT-1080 cells with IDH1 knockdown; HT-1080 IDH1 knockdown viability, ATP luminescence, 48 h; Potency, µM (titrated, usually from 46.1 µM), for the others: at the top dose activity, negative = toxicity, hits mostly cytotoxic; hit rate 2% among 360,000;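 note: potency is the fitted concentration of half-maximal effect; 0% = DMSO wells and -100% = cell-free medium wells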
#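 Viability of IDH1-knockdown HT-1080 fibrosarcoma cells was assessed by CellTiter-Glo after 48 h at 37 °C with titrated compound; concentration-effect curves were classified by fit quality and response size.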
# S2 tox: viability counter-screen for ATXN expression inhibitors; S2 cells (HEK-293 line with an ATXN2-luciferase reporter) viability, CellTiter-Fluor protease fluorescence, 24 h; Potency, µM (highest dose often 56.7 µM), most hits filed as cytotoxic; hit rate 0.49% among 400,000; AID 651635; note: potency is the fitted concentration of half-maximal effect; nearly all actives have a fitted effect of over 40% in size
# ATXN2 expr inh: ATXN2 expression inhibition; HEK-293 ATXN2-luciferase reporter, luminescence, 24 h; Potency, µM (series often up to 57 µM), inactives show at the highest dose activity change, negative = inhibition, most hits filed as inhibitors; hit rate 0.72% among 360,000; AID 1745845; note: potency is the fitted concentration of half-maximal effect; % is set by controls: 0 for no effect and ±100 for the full control effect; nearly all actives have a fitted effect of over 55% in size
#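 qHTS (up to 57 uM final) was run with 24 h compound exposure of reporter cells at 37 °C. Each well was multiplexed: SteadyGlo luminescence measured ATXN2-luciferase expression after a fluorogenic Gly-Phe-AFC viability readout (25 uM final).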
# HT1080-NT tox: kills 2HG-producing HT-1080-NT fibrosarcoma cells. AID 686970. Potency, µM (highest dose often 46.1 µM), for the others: top-dose activity, negative = less viability, usual class: cytotoxic. HT-1080-NT fibrosarcoma viability, CellTiter-Glo ATP luminescence, 48 h. hit rate 1.6% among 360,000;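 note: NT is the 2HG producing partner of a matched IDH1 knockdown line; potency is the fitted concentration of half-maximal effect; 0% = DMSO-treated cells and -100% = media-only wells without cells; nearly all actives have a fitted effect of over 55% in size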
#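 Compounds were tested in concentration-response format on HT-1080-NT cells for 48 hours at 37 degrees C. Cell viability came from CellTiter-Glo luminescence; curves were classified by r2, response magnitude and activity.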
# MCF10A rerep: induces DNA re-replication in MCF 10a normal breast cells. Potency, µM (highest dose often 46.1 µM), without a hit: top-dose activity, positive = re-replication, usual class: activators. hit rate 2.9% among 350,000. MCF 10A DNA re-replication, Hoechst nuclear intensity, 48 h; note: potency is the fitted concentration of half-maximal effect; % of control where 0% means no effect; nearly all actives have a fitted effect of over 50% in size
# KB-3-1 tox: KB-3-1 parental cell cytotoxicity; KB-3-1 viability, CellTiter-Glo ATP luminescence, 72 h; Potency, µM (titrated, usually from 46.1 µM), without a hit: top-dose activity change, negative = cytotoxic, hits mostly cytotoxic; hit rate 1.4% among 400,000; note: potency is the fitted concentration of half-maximal effect; % is set by controls: 0 for no effect and ±100 for the full control effect; nearly all actives have a fitted effect of over 60% in size
#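 Viability of parental KB-3-1 cells, measured by CellTiter-Glo luminescence, followed a 72 h incubation at 37 °C with pinned compounds in phenol-red-free DMEM containing 10% FBS.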
# HepG2 viability: HepG2 cytotoxicity, counter-screen for TGF-b inhibitors; HepG2 CAGA-GFP viability, ATP luminescence, 18 h; Potency, µM (series often up to 46.1 µM), for the others: at the highest dose activity change, negative = cytotoxicity, most hits filed as cytotoxic; hit rate 0.76% among 410,000; note: potency is the fitted concentration of half-maximal effect; some results filed as inactive show a strong effect at the top dose
#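 HepG2 CAGA-GFP cells (1000/well, DMEM with 1% FBS) received compound, then TGF-beta at 500 pg/mL final, and were incubated 18 hours at 37 degrees C. Viability was read by CellTiter-Glo luminescence. Media-only wells were set as complete cell-killing and DMSO as no toxicity.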
# SW480 rerep: inducers of DNA re-replication in SW480 colon cancer cells | SW480 DNA re-replication, Hoechst DNA content imaging, 48 h | Potency, µM (top dose mostly 46.1 µM), for the others: at the highest dose re-replication activation, hits mostly activators | hit rate 1.8% among 340,000 | AID 624297; note: potency is the fitted concentration of half-maximal effect; % of control where 0% means no effect; nearly all actives have a fitted effect of over 55% in size
#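 SW480 cells exposed to compounds for 48 hr at 37 C, 5% CO2, then Hoechst-stained 40 min. Nuclear DNA content imaged by fluorescence scanning (405 nm excitation, 500-530 nm emission); re-replication scored as increased high-intensity nuclei.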
# The depositor's hits bear a star; i = inactive; ? = inconclusive; / = no result given; & = joins results of further samples; [ ] = another dose, or the depositor's remark. Unless noted, calls come from the whole dose curve; as a rule, active = well fitted curve in the direction sought with a large enough effect; inconclusive = small, poorly fitted or top-dose-only effect, or another doubt; inactive = no such curve, though single readings can be large; an effect the other way counts as inactive or inconclusive. Not a hit list; about 8.9% have a hit in one of these screens.
SMILES,IL-1B inflam inh,HT1080 IDH1KD tx,S2 tox,ATXN2 expr inh,HT1080-NT tox,MCF10A rerep,KB-3-1 tox,HepG2 viability,SW480 rerep
Cn1c(=NC(=O)c2ccc3c(c2)OCCO3)sc2cc(S(C)(=O)=O)ccc21,2,3%,i,/,3%,-1%,-13%,8%&0%,-7%
CCOc1cc(C#N)c(NC(=O)Cn2nnc(-c3ccc(C)cc3)n2)cc1OCC,/,/,i,16%,/,/,3%,-61%,/
Cn1c(SCC(=O)N2CCCc3ccccc32)nnc1-c1ccco1,-2,-7%,i,7%,2%,-2%,12%,-26%,0%
O=C(c1ccccc1)N(c1ccccc1)C1C=CS(=O)(=O)C1 (stereo not given),16,10%,i,14%,10%,-6%,4%,-2%,-5%
O=C(COc1ccc(Cl)cc1)NCCCNC(=O)c1ccccn1,9,3%,i,-3%,0%,0%,4%,1%,1%
COc1cccc(N=C2C(=O)N3CCCc4cccc2c43)c1,1,-23%,i,6%,-14%,?,-3%,-3%,6%
CN(CCn1ccnc1)Cc1cn(-c2ccccc2)nc1-c1ccc2c(c1)OCO2,4,15%,i,-25%,1%,-2%,18%,-30%,-4%
CN(C)CCNC(=O)c1cccc(-c2cnc3c(NC=O)cc(-c4cc(F)c(F)c(F)c4)cn23)c1,82,18µM*,/,?,?,/,0%,-112%,/
CC(C)(C)Nc1nc(NN)nc(NC(C)(C)C)n1,16,?,i,-37%,?,16%,?,-5%,18%
O=C(NCCc1ccc(F)cc1)c1cc2ccccc2oc1=O,0,7%,i,9%,5%,-42%[inhibitor],18%,9%,-6%
COc1ccc(-c2c[n+](CC(=O)OC3CC(C)CCC3C(C)C)c3n2CCC3)cc1 (stereo not given),-74*,21µM*,?,?,18µM*,0.82µM*,15%,-31%,-32%[inhibitor]
COc1ccc(CN2CCNC(=O)C2CC(=O)NCCc2nc(C)c(C)s2)cc1C (stereo not given),-7,4%,i,-2%,-3%,3%,?,6%,?
O=C(CN1CCN(Cc2ccccc2)CC1)NC(c1ccccc1)c1ccccc1,0,-2%,i,/,-16%,-4%,-11%,-25%,-6%
CC(C)c1ccccc1N=C1SCCCN1C(=O)c1cccc(N2C(=O)CCC2=O)c1,3,-7%,i,-15%,-1%,7%,-15%,-10%,0%
CCOC(=O)c1ccc(NC(=O)COc2coc(CN3CCc4ccccc43)cc2=O)cc1,8,1%,?,1%,2%,9%,15%,-3%,-7%
CC(C)CCNC(=O)C(c1ccco1)N(Cc1ccc(F)cc1)C(=O)c1snc(C(N)=O)c1N (stereo not given),-16,-9%,i,1%,-18%,-4%,0%,-20%,-1%
CNC(=S)Nc1ccc(C)c(NC(=S)NC)c1,12,18%,i,-18%,26%,1%,3%,-1%,-3%
CCOC(=O)C1(CC)NC(c2ccc(N(C)C)cc2)C2C(=O)N(C)C(=O)C21 (stereo not given),19,13%,i,-9%,8%,2%,-1%,1%,0%
O=C(Nc1cc2c3c(c1)CC(=O)N3CCC2)c1ccc(Br)cc1,?,-3%,i,14%,-6%,4%,-16%,0%,-7%
Clc1ccc2c(c1)CNc1c(ncnc1N1CCOCC1)O2,-24,-2%,i,-4%,0%,11%,-6%,-3%,3%
CCOc1ccccc1C1N=C(c2ccc(OC)cc2)CC(c2ccccc2O)N1 (stereo not given),-14,?,?,17%,?,?,2%,-27%,?
C=CCn1c(SCC(N)=O)nnc1-c1cccc(Br)c1,-2,5%,i,-5%,12%,1%,4%,-15%,-4%
O=C(C[n+]1cccc2ccccc21)c1ccccc1,-13,8%,i,13%,6%,?,23%,0%,-10%
O=C(/C=C/c1cn(CC(O)CN2CCCCCC2)c2ccccc12)c1cccs1 (stereo not given),-107*,21µM*,/,12%,18µM*,15µM*,?,-10%,18µM*
CCn1cc(C(=O)OCC(=O)Nc2cccc(C)c2)c(=O)c2ccc(C)nc21,4,0%,i,-1%,3%,4%,5%,-6%,0%
SMILES,IL-1B inflam inh,HT1080 IDH1KD tx,S2 tox,ATXN2 expr inh,HT1080-NT tox,MCF10A rerep,KB-3-1 tox,HepG2 viability,SW480 rerep
CC(=O)N(C(C)=O)c1nc(-c2ccccc2)cn1/N=C/c1cccc([N+](=O)[O-])c1,13,5%,i,-2%,1%,6%,3%,3%,-11%
COc1ccc(C(=O)OCC(=O)c2ccc3[nH]c(=O)[nH]c3c2)c(OC)c1OC,0,19%,i,13%,1%,?,0%,4%,-9%
O=C(c1cnn(-c2ccc(Cl)cc2)c1)c1ccccc1O,?,0%,/,37%,-2%,-11%,?,-49%,?
Cc1cccc(C)c1OCc1nnc(NC(=O)CSc2ccc(Cl)cc2)s1,13,0%,?,?,17%,?,-20%,7%,2%
COc1cccc(NS(=O)(=O)c2c(C(=O)N3CCCCCC3)c(C)n(C)c2C)c1,-13,-1%,i,2%,0%,4%,1%,9%,-12%
O=C1CCCCC1Nc1ccc(Cl)cc1 (stereo not given),-5,0%,i,-1%,1%,-4%,1%,-3%,-2%
CCCCN(CC)CCNC(=O)Cn1cnc2sc(C)c(S(=O)(=O)N3CCN(c4ccccc4OC)CC3)c2c1=O,/,/,i,-4%,/,/,6%,-1%,/
CC(C)c1nc2scc(-c3ccc(Cl)cc3)c2c(=O)n1N,-19,10%,i,20%,6%,?,0%,3%,10%
CCCNC(=O)C1CC(=O)N(c2ccc(OCc3ccc(Cl)cc3)cc2)C1 (stereo not given),15,-4%,i,42%[activator],-16%,4%,-16%,-12%,1%
CC(C)C(=O)NNC(=O)CSc1nnc(-c2ccccc2)c(-c2ccccc2)n1,16,6%,/,/,2%,5%,-2%,9%,-2%
Nc1ccc2oc(-c3ccccc3Br)nc2c1,/,/,i,-5%,/,/,4%,-17%,/
CCC1(CC)C(=O)C2=C3C1[C@H](C(=O)OC)CC(C(=O)OC)C[C@H]3[C@H]1C(=O)N(c3ccccc3)C(=O)[C@H]1[C@H]2C (stereo not given in full),9,-6%,i,-3%,1%,-1%,-4%,0%&-1%,1%
CCOc1ccccc1N(CC)C(=O)Nc1cn(C)c(=O)c2ccccc12,/,/,i,5%,/,/,0%,-16%,/
C/C(=N\O)C(=O)C(CN1CCCCC1)CN1CCCCC1,-30,0%,i,11%,1%,?,-12%,-15%,?
COc1ccc(-c2nn(-c3ccccc3C)cc2CNC(C)Cn2cncn2)cc1F (stereo not given),9,-3%,i,-17%,-2%,8%,-4%,-25%,21%[1.84 µM]
CC(=O)Nc1ccc(S(=O)(=O)N[C@@H](C)C(=O)NC2CCCc3ccccc32)cc1 (stereo not given in full),0,8%,i,0%,-1%,-2%,4%,-1%,-2%
COc1ccc2cc(C(=O)NCc3ccccc3)[nH]c2c1,3,13%,i,23%,4%,-2%,6%,-17%,17%
CSc1ccccc1NC(=O)Cc1ccccc1[N+](=O)[O-],-16,-3%,i,0%,-13%,10%,1%,1%,-22%
FC(F)(F)c1cccc(OCc2nnc3n2CCC3)c1,-8,14%,i,-11%,13%,15%,15%,-21%,15%
CCCSc1nc(C)c(CC(=O)OCC)c(=O)[nH]1,2,2%,i,0%,1%,?,-1%,-1%,-5%
CC1(C)C(c2ccccc2)=NC(c2ccc(Br)cc2)N1O (stereo not given),-18,0%,i,-15%,1%,-1%,2%,-29%,-3%
CC(C)C(=O)Nc1ccc(-c2nnc(-c3ccccc3)o2)cc1,-4,15%,i,7%,20%,2%,5%,3%,4%
Cc1cc(NC(=O)Nc2c[nH]c(=O)[nH]c2=O)ccc1Br,2,-1%,i,2%,-1%,4%,15%,-16%,-12%
CCOC(=O)c1cc2c(ccn2C)n1CC(=O)N(CC)CC,22,7%,i,-20%,12%,-17%,1%,0%,-16%
CCCC(C)C1c2c(c(C)c(C)oc2=O)Oc2c(C)c(C)oc(=O)c21 (stereo not given),20,-11%,i,?,0%,1%,-4%,-2%,-1%
SMILES,IL-1B inflam inh,HT1080 IDH1KD tx,S2 tox,ATXN2 expr inh,HT1080-NT tox,MCF10A rerep,KB-3-1 tox,HepG2 viability,SW480 rerep
COc1ccccc1/C=C(\C)C(=O)c1c(C)cc(C)[nH]c1=O,0,8%,i,-7%,9%,-7%,?,7%,-6%
CCCOc1ccc(-c2cc3onc(-c4ccccc4)c3c(=O)n2C)cc1,36,17%,i,7%,14%,11%,12%,-2%,-4%
CCOC(=O)c1sc(NC(=O)CN2C(=O)c3cccc4cccc(c34)C2=O)nc1C,26,5%,i,3%,-1%,?,1%,-4%,0%
Cc1cc(C)c(NC(=O)CSc2nnc(Cc3cccn3C)n2-c2ccc(F)cc2)c(C)c1,13,-12%,i,-19%,-9%,19%,28%,-4%,0%
COc1ccccc1CNC(=O)CCCn1c(=O)c2ccccc2n(Cc2ccc(F)cc2)c1=O,/,/,i,-5%,/,/,-8%,6%,/
Cc1cc(C)nc(OC(C(=O)O)C(OCc2ccccc2)(c2ccccc2)c2ccccc2)n1 (stereo not given),23,-1%,i,/,-17%,15%,-4%,-49%,-2%
COC(=O)c1cc(CSc2nc3ccc(C)cc3[nH]2)oc1C,-5,-12%,i,-19%,-13%,2%,-5%,-3%,-8%
CC1Cc2ccccc2N1C(=O)CN1C(=O)C(=O)N(Cc2ccccc2)C1=O (stereo not given),2,4%,i,-4%,4%,3%,9%,1%,2%
CC1(C(=O)NS(=O)(=O)c2ccc(C#N)cc2)CCN1C(=O)Cc1cccc2ccccc12 (stereo not given),14,8%,i,12%,?,/,0%,3%,/

# Part of the list above, tab-delimited:
canonical_smiles	IL-1B inflam inh	HT1080 IDH1KD tx	S2 tox	ATXN2 expr inh	HT1080-NT tox	MCF10A rerep	KB-3-1 tox	HepG2 viability	SW480 rerep
CC1Cc2ccccc2N1C(=O)CN1C(=O)C(=O)N(Cc2ccccc2)C1=O (stereo not given)	2	4%	i	-4%	4%	3%	9%	1%	2%
CC1(C(=O)NS(=O)(=O)c2ccc(C#N)cc2)CCN1C(=O)Cc1cccc2ccccc12 (stereo not given)	14	8%	i	12%	?	/	0%	3%	/
